Screens from PubChem.
EPAC1 ag: EPAC1 (human) agonism; AID 720707; 0.073% of 360,000 active; O95398; Potency, µM (top dose mostly 154 µM), for the others: at the highest dose activation, usual class: activators; EPAC1 agonist qHTS, biochemical assay; response scale: 100% = response to 6.5 mM cAMP; further: potency means the concentration at half of the fitted maximal effect; nearly all actives have a fitted effect of over 60% in size
Target sequence (O95398 whole entry, looked up): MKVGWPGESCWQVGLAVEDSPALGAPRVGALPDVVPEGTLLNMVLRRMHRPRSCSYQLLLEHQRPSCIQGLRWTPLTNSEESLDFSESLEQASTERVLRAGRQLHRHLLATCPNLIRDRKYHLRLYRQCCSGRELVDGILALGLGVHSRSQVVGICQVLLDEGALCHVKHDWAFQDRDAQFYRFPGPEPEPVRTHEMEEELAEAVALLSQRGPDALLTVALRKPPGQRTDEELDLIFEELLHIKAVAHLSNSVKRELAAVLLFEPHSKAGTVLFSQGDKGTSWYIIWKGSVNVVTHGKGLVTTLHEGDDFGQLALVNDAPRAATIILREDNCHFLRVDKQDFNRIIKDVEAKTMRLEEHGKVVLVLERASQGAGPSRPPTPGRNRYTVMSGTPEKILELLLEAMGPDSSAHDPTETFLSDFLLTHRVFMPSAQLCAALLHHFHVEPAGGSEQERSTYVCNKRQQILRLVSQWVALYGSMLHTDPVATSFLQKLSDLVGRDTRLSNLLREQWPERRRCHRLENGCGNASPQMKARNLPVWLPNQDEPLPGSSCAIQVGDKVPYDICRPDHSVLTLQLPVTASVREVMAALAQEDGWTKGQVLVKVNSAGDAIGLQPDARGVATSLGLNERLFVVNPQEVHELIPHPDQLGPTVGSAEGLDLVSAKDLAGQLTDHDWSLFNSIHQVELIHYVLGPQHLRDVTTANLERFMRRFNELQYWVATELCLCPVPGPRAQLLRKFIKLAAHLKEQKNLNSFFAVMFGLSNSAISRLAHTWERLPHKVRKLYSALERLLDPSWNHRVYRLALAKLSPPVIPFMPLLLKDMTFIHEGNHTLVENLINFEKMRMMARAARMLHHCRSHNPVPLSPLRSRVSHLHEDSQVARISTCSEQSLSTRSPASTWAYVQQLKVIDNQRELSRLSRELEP
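EPAC1 100 nM, Rap1B–BODIPY-GDP 250 nM, unlabeled GDP 50 uM; compound titration; 5 min RT; kinetic read ex480/em540 at 5-min intervals ×30 min; data normalized to 6.5 mM cAMP agonist control.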
IL2 activator: activates IL-2 in a cell-based reporter assay. IL-2 activation reporter assay, cell-based qHTS; stimulated with anti-CD3/CD4/CD28 beads; in transgenic mouse T cells. activation, % (series mostly up to about 46 µM). 0.065% of 360,000 active; in the data active means activation above about 50%; inconclusive means mostly about 30% to 49%; further: 0% is about no effect
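Readout: EGFP and DsRed signals by fluorescent plate cytometry. Unstimulated transgenic mouse T cells received compound 60 min before antibody-bead stimulation, then incubated 18 h at 37 degrees C.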
WRN helicase inh: WRN helicase (human) inhibition; Q14191; WRN helicase unwinding, fluorescent forked duplex, kinetic; AID 651768; 0.46% of 360,000 active; Potency, µM (titrated, usually from 114 µM), inactives show at the top dose activity change, negative = inhibition, hits mostly inhibitors; further: potency means the concentration at half of the fitted maximal effect; on the % scale 0 is the no-effect control and ±100 the full control effect; nearly all actives have a fitted effect of over 55% in size
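WRN at 20 nM final preincubated with compound 15 min at room temperature; reaction started with 100 nM fluorophore/quencher forked duplex oligonucleotide and 2 mM ATP final. Unwinding followed kinetically by red fluorescence (ex 525, em 598 nm).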
Abeta yeast res: compounds reversing amyloid beta toxicity in yeast. yeast expressing A-beta42, growth rescue, OD600, 48 h; response scale: 0% DMSO, 100% iron-clioquinol control. Potency, µM (top dose mostly 46.1 µM), inactives show top-dose growth rescue, most hits filed as activators. 0.063% of 410,000 active; further: potency means the concentration at half of the fitted maximal effect; nearly all actives have a fitted effect of over 55% in size
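Growth rescue measured by 600 nm absorbance after 48 h yeast culture at 30 C with compound. Values normalized between DMSO and an equimolar ferric chloride plus clioquinol control.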
EPAC1 antagonist: antagonists of human EPAC1; O95398; EPAC1 GEF assay, Rap1b-BODIPY-GDP exchange fluorescence; Potency, µM (top dose mostly 115 µM), for inactives: at the top dose activity change, negative = inhibition, most hits filed as inhibitors; 0.14% of 360,000 active;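 further: potency means the concentration at half of the fitted maximal effect; plate controls were vehicle for no effect and positive control for full effect; nearly all actives have a fitted effect of over 50% in size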
PLK1 PBD inh: inhibitors of human PLK1 polo-box domain binding. Potency, µM, inactives show max response, negative = inhibition, most hits filed as inhibitors. P53350. 2.8% of 360,000 active. Plk1 PBD binding of FITC phosphopeptide, fluorescence polarization; further: potency means the concentration at half of the fitted maximal effect; series mostly up to about 57 µM; on the % scale 0 is the no-effect control and ±100 the full control effect; nearly all actives have a fitted effect of over 65% in size
PI5P4K alpha inh: blocks human PI5P4K alpha kinase activity; P48426; PI5P4Kalpha enzyme, ADP-Glo luminescence, 60 min; stronger effect = lower value; max response, %; 1.2% of 330,000 active; AID 652105; active means max response of -50% or lower; inconclusive means between -30% and -50%; inactive means -30% or higher; further: value at the top dose of about 77 µM; on the % scale 0 is the no-effect control and ±100 the full control effect
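Luminescence from ADP-Glo served as readout of PI5P4Kalpha activity in a qHTS format. Reaction: enzyme, substrate, compound, ATP at 5 microM final, 60 min at RT.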
FUS yeast rescue: FUS proteinopathy suppression in yeast; S. cerevisiae FUS-expressing, growth rescue, OD600, 24 h; Potency, µM (top dose mostly 76.6 µM), for the others: at the top dose growth rescue (activation), actives largely listed as activators; 0.24% of 390,000 active; AID 1347120;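 further: potency means the concentration at half of the fitted maximal effect; plate controls were DMSO vehicle for no effect and reference control for full effect; nearly all actives have a fitted effect of over 55% in size; some results filed as inactive show a strong effect at the top dose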
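Read-out: OD at 600 nm after 24hr at 30C, reporting rescue of FUS-induced yeast toxicity. Cells at OD 0.005 in galactose (2%) minimal medium; compounds tested in a dilution series; CP55940 titration from 92uM final as control.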
Active calls of the source: *; u = inconclusive; x = not tested or not shown; & = joins results of further samples; ! = repeats disagree; [ ] = remark or other dose. Unless noted, the call rests on the fitted dose curve; in most records, active means well fitted curve in the direction sought with a large enough effect; inconclusive means small, poorly fitted or top-dose-only effect, or another doubt; inactive means no such curve, though single readings can be large; an effect the other way counts as inactive or inconclusive.

Start of the listing, in advance:
SMILES	EPAC1 ag	IL2 activator	WRN helicase inh	Abeta yeast res	EPAC1 antagonist	PLK1 PBD inh	PI5P4K alpha inh	FUS yeast rescue
COc1cc(/C=C2\CC/C(=C\c3cc(OC)c(OC)c(OC)c3)C2=O)cc(OC)c1OC	-4%	2.5	-12%	-11%	28%	2%	1	26%
Cc1cc(C)n(C(=O)COc2ccc([N+](=O)[O-])cc2)n1	-9%	-0.2	-9%	0%	-21%	-10%	-3	x

The list itself, from the first entry:
SMILES	EPAC1 ag	IL2 activator	WRN helicase inh	Abeta yeast res	EPAC1 antagonist	PLK1 PBD inh	PI5P4K alpha inh	FUS yeast rescue
COc1cc(/C=C2\CC/C(=C\c3cc(OC)c(OC)c(OC)c3)C2=O)cc(OC)c1OC	-4%	2.5	-12%	-11%	28%	2%	1	26%
Cc1cc(C)n(C(=O)COc2ccc([N+](=O)[O-])cc2)n1	-9%	-0.2	-9%	0%	-21%	-10%	-3	x
CCC1=NC(c2ccccc2OC)N(O)C1(C)C (stereo not drawn)	-2%	0.8	-3%	-13%	-10%	-1%	x	-20%
COC(=O)c1ccccc1NC(=O)Nc1cc(C)ccn1	-1%	0.0	8%	-12%	-8%	-4%	0	-17%
Cc1cccc(NC(=O)C(C)SCc2nc3sc4c(c3c(=O)[nH]2)CCCC4)n1 (stereo not drawn)	4%	0.7	-6%	-1%	-14%	-22%	u	41%
CC(NC(=O)c1cccc(OC2CCN(C(=O)C3CC3)CC2)c1)c1ccc(F)cc1 (stereo not drawn)	-3%	-4.7	-2%	4%	6%	0%	5	x
CC(=O)Nc1cccn(Cc2c(Cl)cccc2Cl)c1=O	8%	0.1	-1%[57.1 µM]	-8%	1%	u	7	-16%
Cc1nc(SCC(=O)c2cccc([N+](=O)[O-])c2)n[nH]1	2%	-0.4	u	14%	-2%	u	-63*	-14%
COc1ccccc1CN(C)C(=O)c1cccc(S(=O)(=O)N2CCCc3ccccc32)c1	9%	-0.4	-11%	-19%	5%	-9%	11	x
Cc1ccc(C)c(CN2C(=O)CSc3ccc(C(=O)NCC(C)CN4CCC(C)CC4)cc32)c1 (stereo not drawn)	-2%	-0.7	-1%	0%	3%	0%	6	-6%
COc1cccc(C(=O)Nc2cc3c(cc2N2CCCC2)n(C)c(=O)n3C)c1	-1%	-3.5	3%	7%	0%	-2%	2	-10%
Cc1cccc(NC(=O)CSc2nnc(CSc3nc(C)cc(C)n3)o2)c1	9%	3.1	-1%	15%	1%	-9%	8	24%
CN(CC(=O)Nc1ccc(Cl)c(S(=O)(=O)N2CCOCC2)c1)C(=O)c1cccs1	6%	-1.1	-17%	9%	-16%	-4%	-6	x
CCOC(=O)/C(C#N)=N/Nc1c(S(=O)(=O)Cc2ccco2)csc1C(=O)OC	11%	1.3	-1%	12%	1%	-6%	0	8%
Cc1sc2nc(SCC(=O)Nc3ccc(S(N)(=O)=O)cc3)[nH]c(=O)c2c1C	4%	-1.7	2%[11.6 µM]	13%	8%	-13%	4	10%
Nc1nc2ncccn2c1-c1ccc(C(F)(F)F)cc1	4%	-0.4	-3%	-3%	16%	-10%	6	11%
CCCn1nnnc1SCC(=O)NNC(=O)c1ccco1	-7%	2.2	-2%	1%	3%	11%	1	18%
CCOc1ccc(-c2nc(-c3ccncc3)no2)cc1OCC	3%	-0.4	3%	-1%	0%	1%	-7	10%
CCc1cccc(C)c1NC(=O)C1CCN(C(=O)c2ccc([N+](=O)[O-])cc2)CC1	1%	1.2	-4%	1%	6%	-1%	-1	1%
Cc1ccc2[nH]c(=O)c(CN(Cc3nnnn3C3CCCC3)C3CCCCC3)cc2c1	-3%	-1.1	1%	0%	8%	-2%	x	-9%
CCc1ccc2c(c1)NC(=O)C2(C)Cc1ccc(F)cc1 (stereo not drawn)	-17%	-0.4	2%[57.1 µM]	u	-8%	-2%	-21	-1%
O=C(CN(CCc1ccccc1)C(=O)Cn1nnc(-c2cccs2)n1)NCc1ccco1	5%	-2.3	-8%[57.1 µM]	3%	-7%	-5%	x	12%
Cc1cc(NC(=O)CSC2=NS(=O)(=O)c3cc(Cl)ccc3N2)no1	4%	0.8	-2%	2%	11%	-3%	-1	11%
CCOC(=O)CN1C(=O)C(CC)Oc2ccccc21 (stereo not drawn)	3%	0.2	-3%	11%	4%	-6%	x	7%

Entries of single compounds, quoted from the list. Order of values: EPAC1 ag, IL2 activator, WRN helicase inh, Abeta yeast res, EPAC1 antagonist, PLK1 PBD inh, PI5P4K alpha inh, FUS yeast rescue
Nc1nc2ncccn2c1-c1ccc(C(F)(F)F)cc1 is listed as 4%, -0.4, -3%, -3%, 16%, -10%, 6, 11%
CN(CC(=O)Nc1ccc(Cl)c(S(=O)(=O)N2CCOCC2)c1)C(=O)c1cccs1 is listed as 6%, -1.1, -17%, 9%, -16%, -4%, -6, x
CCCn1nnnc1SCC(=O)NNC(=O)c1ccco1 is listed as -7%, 2.2, -2%, 1%, 3%, 11%, 1, 18%
CCc1cccc(C)c1NC(=O)C1CCN(C(=O)c2ccc([N+](=O)[O-])cc2)CC1 is listed as 1%, 1.2, -4%, 1%, 6%, -1%, -1, 1%

Remaining list, next part
SMILES	EPAC1 ag	IL2 activator	WRN helicase inh	Abeta yeast res	EPAC1 antagonist	PLK1 PBD inh	PI5P4K alpha inh	FUS yeast rescue
O=C(C1CC=CCC1)N1CCC(CO)(Cc2ccc(Cl)cc2)CC1 (stereo not drawn)	3%	-0.3	-2%	u	-1%	-2%	10	11%
O=C(O)CC1(CC(=O)Nc2ccc(F)cc2F)CCCCC1	-1%	1.8	-1%	1%	7%	4%	2	9%
CNC(=O)c1ccc2cc(OC)c(OC)cc2c1	2%	-3.3	-5%	3%	16%	-9%	1	-28%
CCOC(=O)c1cnn(-c2cc(C(C)(C)C)nc3c(-c4ccccc4)c(C)nn23)c1N	10%	-1.6	13%	-7%	-3%	-7%	x	7%
O=C(CN1C(=O)CSc2ccc(S(=O)(=O)N3CCCCC3)cc21)NCc1ccccc1Cl	-1%	-3.2	0%	11%	14%	1%	1	21%
CCCCNC(=O)C1(C)CCN1C(=O)c1ccc2sccc2c1 (stereo not drawn)	-6%	1.1	4%	-25%	3%	6%	-2	13%
Cc1cc(C)cc(OCC(=O)N2Cc3ccccc3CC2C(=O)O)c1 (stereo not drawn)	-5%	2.1	-20%	-16%	-4%	-10%	8	17%
CCCCCCCc1c(C)nc(N2CCOCC2)[nH]c1=O	4%	-0.3	-2%	-10%	2%	0%	x	21%
O=Cc1c(N2CCCCCC2)nc2ccccn2c1=O	0%	-2.6	-2%	0%	-1%	1%	x	-14%
CN1C(=O)/C(=C\c2ccccc2F)Sc2ccc(C(=O)NC3CCN(Cc4ccccc4)CC3)cc21	15%	-5.1	10%	-2%	5%	-10%	-2	31%
O=c1[nH]c(Cc2cccc(C(F)(F)F)c2)nc2ccccc12	-5%	-0.1	1%	-1%	19%	-10%	7	-19%
CC(C)CCNC1c2ccccc2C(=O)N1Cc1ccccc1 (stereo not drawn)	-9%	-0.2	7%	19%	-21%	0%	0	9%
Cc1csc(SC(C)C(=O)Nc2ccc(F)cc2Cl)n1 (stereo not drawn)	9%	-0.3	-16%	-8%	-3%	1%	12	-13%
COc1ccc(CNC(=O)COC(=O)c2[nH]c(C)c(C(C)=O)c2C)cc1OC	7%	0.1	2%	-20%	2%	-15%	3	-18%
Clc1cccc(/C=N/Nc2nnc(Cl)c3ccccc23)c1	9%	0.6	-20%	-26%	7%	-7%	x	13%
COC(=O)/C=C(\C)NC(=O)c1ccccc1Cl	-1%	-3.1	-6%	-22%	-9%	-6%	x	28%
Cc1cc(-n2c(SCC(=O)Nc3ccc(Br)cc3)nc3n[nH]c(C)c3c2=N)ccc1Cl	18%	-0.8	-9%	6%	25%	-1%	-5	7%
COc1ccc(C)cc1-n1nnnc1SCc1nc(N)nc(N(C)C)n1	3%	-1.0	-8%	-18%	-11%	-14%	2	13%
Cc1cccc(N(Cc2ccccc2)C(=O)CN2C(=O)NC3(CCCCC3C)C2=O)c1 (stereo not drawn)	16%	0.5	-4%	24%	-10%	-6%	10	u
CC(=O)N/C(=C\c1ccc(C)cc1)C(=O)O	5%	-0.2	12%	-21%	-11%	-5%	-3	-30%
CC1CCN(C(=O)CCc2nnc3ccc(NCCCN4CCCC4=O)nn23)CC1	-4%	-2.3	7%	0%	-3%	-7%	4	-7%
CCOC(=O)c1c(NC(=O)Cn2c(C)nc3ccccc32)sc2c1CCC2	-13%	-1.1	-6%	23%	-1%	-6%	-7	8%
CCOc1ccc2c(c1)S/C(=C\c1cccs1)C(=O)N2	-11%	60*	-8%	-8%	2%	4%	7	-7%
C[n+]1ccccc1C1CCCC/C1=N\NC(N)=S (stereo not drawn)	0%	-0.3	9%	-9%	3%	u	-19	-19%
CCCCCCCCN1C(=O)[C@H](CC(=O)NCCc2ccccc2OC)C[C@@]2(C(=O)OC)CC(C)(C)CC=C12	-8%	-0.7	-13%	2%	-1%	-4%	16	44%
O=C(NC1CCCC1)C1c2ccccc2OCC(=O)N1Cc1ccc2c(c1)OCO2 (stereo not drawn)	5%	1.5	-4%	-9%	-4%	-2%	0	-9%
COC(=O)c1[nH]c2cccc(OC)c2c1NC(=O)CCN1CC(C)CC(C)C1 (stereo not drawn)	-9%	0.4	8%	-5%	3%	-4%	-2	-1%
Cc1ccc(OCCCCNC2CCCCC2)c(C)c1	8%	-2.6	1%	-5%	-3%	-7%	-1	13%
Cc1cccn2c(=O)c3cc(C#N)c(=NC(=O)c4ccccc4)n(Cc4ccco4)c3nc12	0%&-1%	0.0&-1.3	50µM*!	-14%&-9%	89µM*	-28%&-30%	-73*!	u
c1ccc(Oc2cccc(CN3CCOCC3)c2)cc1	-6%	-4.2	-14%	-2%	17%	3%	x	35%

Of the compounds above, 3 have a COOH group:
SMILES	EPAC1 ag	IL2 activator	WRN helicase inh	Abeta yeast res	EPAC1 antagonist	PLK1 PBD inh	PI5P4K alpha inh	FUS yeast rescue
O=C(O)CC1(CC(=O)Nc2ccc(F)cc2F)CCCCC1	-1%	1.8	-1%	1%	7%	4%	2	9%
Cc1cc(C)cc(OCC(=O)N2Cc3ccccc3CC2C(=O)O)c1 (stereo not drawn)	-5%	2.1	-20%	-16%	-4%	-10%	8	17%
CC(=O)N/C(=C\c1ccc(C)cc1)C(=O)O	5%	-0.2	12%	-21%	-11%	-5%	-3	-30%
